High-throughput results as filed in PubChem.
PTAP TSG101 blk: qHTS Assay for Iinhibitors of HIV-1 Budding by Blocking the Interaction of PTAP/TSG101; Tumor susceptibility gene 101 protein (Homo sapiens), Q99816; Fluorescence polarization, FITC-PTAP peptide / Tsg101 binding; Potency, µM (series often up to 115 µM), for inactives: top-dose activity change, negative = inhibition, hits mostly inhibitors; 340,000 tested, under 10 active; active = well fitted inhibition curve with a large enough effect in the main read-out, with a control signal flat, not every such curve was filed as active; inconclusive = small, poorly fitted or top-dose-only effect, or effect the other way, or a change in a side signal; inactive = no such curve, though single readings can be large or run the other way; note: potency is the fitted concentration of half-maximal effect; % of control where 0% means no effect
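Fluorescence polarization binding of Tsg101 binding domain (10 uM final) to FITC-labeled PTAP peptide (50 nM final) in HEPES pH 7.5 buffer with NaCl, Tween 20, EDTA, TCEP. Compounds added before peptide; binding 20 min at RT.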
CXXC DNA block: qHTS Fluorescence Polarization Assay for Inhibitors of MLL CXXC domain - DNA interaction. MLL-CXXC / FITC-HOXA9 DNA fluorescence polarization. Potency, µM (series often up to 115 µM), without a hit: at the top dose activity change, negative = inhibition, usual class: inhibitors. 290,000 compounds, 0.037% hits. AID 2662, 2010; active = well fitted inhibition curve with a large enough effect in the polarisation, with a control signal flat, not every such curve was filed as active; inconclusive = small, poorly fitted or top-dose-only effect, or effect the other way, or a change in a side signal; inactive = no such curve, though single readings can be large or run the other way; the % refers to the polarisation; note: potency is the fitted concentration of half-maximal effect
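Steps: dispense CXXC domain solution (7 uM) → pin compounds or unlabeled HOX-A9 DNA control → 5 min ambient → add FLSN-HOX-A9 solution (50 nM) → spin → 30 min ambient → fluorescence polarization. Tris pH 7.5/NaCl/DTT/BSA buffer.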
BRCA1 expr up: qHTS Assay to Identify Small Molecule Activators of BRCA1 Expression. MCF7-BRCA1-FFLuc reporter, luminescence, 48 h; response scale: scaled: vehicle 0%, 10 µM genistein 100%. Potency, µM (series often up to 46.1 µM), without a hit: at the highest dose activation, usual class: activators. 380,000 compounds, 1.1% hits. AID 624202, 2012; note: potency is the fitted concentration of half-maximal effect; nearly all actives have a fitted effect of over 80% in size; some results filed as inactive show a strong effect at the top dose
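Luminescence from a BRCA1-driven firefly luciferase in MCF7 cells was the read-out, taken 15 min after substrate addition following 48 h compound exposure at 37 °C. Data were normalized to a 10 microM genistein control and DMSO vehicle.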
TRPV1 agonist: HTS Assay for Compounds that Act as Agonists of the Vanilloid Receptor 1 | 320,000 compounds, 0.19% hits | activation, % at 8.33 µM | TRPV1-expressing cells, Fluo-8 calcium influx, agonist mode; in the data active = activation above about 80%; inconclusive = between about 30% and that limit; note: 0% is about no effect
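Fluo-8 calcium influx in TRPV1-expressing cells, kinetic read (ex 480/em 520 nm). Compound added and read 3 min for agonist activity, followed by capsaicin at EC20 final and 2 min further read for enhancement.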
ELG1 DNA repair: qHTS screen for small molecules that inhibit ELG1-dependent DNA repair in human embryonic kidney (HEK293T) cells expressing luciferase-tagged ELG1; 330,000 compounds, 2.3% hits; HEK293T ELG1-luciferase reporter, luminescence, 16 h; DNA damage induced by 5-fluorouridine; Potency, µM (titrated, usually from 46.1 µM), for inactives: top-dose activity change, negative = inhibition, most hits filed as inhibitors; note: potency is the fitted concentration of half-maximal effect; % is set by controls: 0 for no effect and ±100 for the full control effect; nearly all actives have a fitted effect of over 55% in size
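HEK293T cells expressing luciferase-tagged ELG1 (2,000/well) received 5-Fluorouridine plus compound or DMSO for 16 hr at 37 °C. Luciferase was read by ONE-Glo luminescence after 30 min at room temperature.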
p53 reactivator: qHTS assay for re-activators of p53 using a Luc reporter; 320,000 compounds, 0.063% hits; Potency, µM (doses to about 92.2 µM), for the others: top-dose activity change, positive = activation, most hits filed as activators; H1299 p53-A138V BP100-luciferase reporter, luminescence, 24 h; AID 504706, 2011; note: potency is the fitted concentration of half-maximal effect; % of control where 0% means no effect; nearly all actives have a fitted effect of over 45% in size
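H1299 (p53-null), stable ts p53-A138V + BP100-Luc; 1000 cells/well, Opti-MEM/10% FBS; cpd 4 pt, 1:5; 24 h, 37 deg C, 5% CO2; detection reagent 10 min RT; luminescence.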
B2AR arrestin: qHTS assay of beta-arrestin-biased ligands of beta2-adrenergic receptor. Beta-2 adrenergic receptor (Homo sapiens), P07550. beta-arrestin recruitment to beta2AR, cell-based reporter. Potency, µM (top dose mostly 46.1 µM), inactives show at the highest dose activation, actives largely listed as activators. 330,000 compounds, 0.02% hits;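 note: potency is the fitted concentration of half-maximal effect; 0% = DMSO controls and full agonism = EC100 isoproterenol or metaproterenol; nearly all actives have a fitted effect of over 65% in size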
TCR act: Activators of T cell receptors: qHTS campaign | AID 504894, 2011 | Potency, µM (top dose mostly 9.22 µM), without a hit: at the highest dose activation of IL-2 secretion, hits mostly activators | primary human leukocytes, anti-CD3, IL-2 HTRF, 48 h | 330,000 tested, under 10 active; note: % of control where 0% means no effect
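Primary human leukocytes incubated 48 hr with anti-CD3 beads plus compound, without co-stimulation. Secreted IL-2 measured by HTRF (europium cryptate/d2 anti-IL-2 pair, 320 nm excitation, 665 nm emission).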
A-T KAP1 phos: qHTS Assay for Identifying a Potential Treatment of Ataxia-Telangiectasia; […] A-T fibroblasts, KAP-1 phosphorylation AlphaLISA; neocarzinostatin DNA damage 30 min before lysis; Potency, µM (doses to about 57.5 µM), without a hit: at the top dose activation, most hits filed as activators; 320,000 compounds, 0.19% hits; AID 485349, 2010; note: potency is the fitted concentration of half-maximal effect; % of control where 0% means no effect; nearly all actives have a fitted effect of over 45% in size
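hTERT-immortalized A-T patient fibroblasts ([…]), 500 cells/well in OPTI-MEM, 1% FBS, got compounds for 60 min, then NCS for 30 min at 37C. Lysates were then assayed for phospho-KAP-1 by AlphaLISA (anti-pKAP1 donor, anti-KAP1 acceptor beads), 6 hr at 25C.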
Integrin act MD: qHTS for Activators of Integrin-Mediated Alleviation for Muscular Dystrophy. alpha7betagal myoblasts, beta-gal FDG fluorescence, 48 h. Potency, µM (doses to about 38.3 µM), for inactives: top-dose activation, hits mostly activators. 350,000 compounds, 0.064% hits;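 note: potency is the fitted concentration of half-maximal effect; 100% = response of the positive control SU9516; nearly all actives have a fitted effect of over 60% in size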
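alpha7betagal+/- myoblasts (passage 13, 250/well) treated 48 h at 37C with compounds at 1:260 dilution of DMSO stock. Lysed, then beta-galactosidase activity read as FDG fluorescence (ex 480/em 540) after 30 min, with pre-read for autofluorescence.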
Active calls of the source: *; ? = inconclusive; . = no result given; [ ] = remark or other dose. Unless noted, calls come from the whole dose curve; as a rule, active = well fitted curve in the direction sought with a large enough effect; inconclusive = small, poorly fitted or top-dose-only effect, or another doubt; inactive = no such curve, though single readings can be large; an effect the other way counts as inactive or inconclusive.

Sequence of screens – p53 reactivator | B2AR arrestin | BRCA1 expr up | ELG1 DNA repair | PTAP TSG101 blk | CXXC DNA block | A-T KAP1 phos | Integrin act MD | TRPV1 agonist | TCR act
CCCCn1nnnc1NCc1cccs1
→ -1% | 3.1% | 3% | 19% | -1% | 1% | 3% | 19% | ? | 4%
CSc1cccc(NC(=O)COC(=O)c2ccccn2)c1
→ -7% | -0.3% | -16% | 19% | 0% | . | -2% | 23% | -2 | 3%
O=C(Nc1ccc(Cl)cc1)N(Cc1nnc2n1CCCCC2)c1ccccc1
→ -10% | 0.1% | 0% | -1% | -4% | -5% | -19% | 23% | 3 | 2%
Cn1c(C(=O)NCCCN2CCc3ccccc3C2)cc2c(=O)n(C)c3ccccc3c21
→ 4% | 0.1% | -8% | 13% | ? | -1% | 2% | 7% | -3 | -4%
CCC(C)NC(=O)c1ccc(N2CC3CC(C2)c2cccc(=O)n2C3)c(NC(=O)c2ccc(Br)o2)c1 (stereo not given)
→ 10% | 0.2% | 2% | -5% | -8% | 8% | 9% | 13% | 1 | 3%
Cc1nn(-c2ccccc2)c(Cl)c1/C=C(/CC(=O)O)c1nc2ccccc2s1
→ . | . | -32% | . | -7% | . | . | 17% | . | -2%
COC(=O)CNC(=O)CN(c1ccc(OC)cc1OC)S(=O)(=O)c1ccccc1
→ -7% | -0.1% | 7% | -21% | 3% | . | 5% | . | -2 | 7%
COc1ccc(N(CC(=O)Nc2ccc3c(c2)OCCO3)S(=O)(=O)c2cccc(C)c2)cc1
→ 1% | -1.5% | -43% | -22% | -4% | . | 1% | ? | 1 | -4%
CCn1cc([N+](=O)[O-])c(C(=O)N2N=C3/C(=C/c4cccs4)CCCC3C2c2cccs2)n1 (stereo not given)
→ -10% | -0.6% | -43% | ? | -5% | -3% | 0% | -41%[7.66 µM] | -3 | -3%[46.1 µM]
NC(=O)NOCc1ncc(C(F)(F)F)cc1Cl
→ 5% | 0.0% | 21% | 2% | -1% | -4% | -3% | -3% | -3 | -1%
Cc1ccc(NC(=O)CN(C)C(=O)c2ccc(NS(=O)(=O)c3ccc4[nH]c(=O)[nH]c4c3)cc2)cc1
→ -5% | 0.0% | -5% | 23% | -3% | . | -12% | 2% | 3 | -11%
Cc1ccc(S(=O)(=O)N2[C@@H](c3ccc(Br)cc3)C(C(=O)O)=C[C@H]2C(C)(C)C)cc1
→ 8% | -2.4% | 6% | -9% | -3% | . | 4% | 5% | . | 2%
CC1C(=O)CC(c2ccccc2)N(C)C1c1ccccc1 (stereo not given)
→ 0% | -0.3% | 8% | -2% | -11% | -3% | ? | 2% | 13 | 0%
CCC(=O)C1CCCN(C(=O)CCc2nnc(-c3ccc4c(c3)OCO4)o2)C1 (stereo not given)
→ ? | 0.4% | 79% | ? | -5% | 22% | 3% | 4% | 2 | -4%
COc1ccc(S(=O)(=O)N(C)CC(=O)NCCN2CCOCC2)cc1Cl
→ -3% | 0.0% | 1% | 6% | -5% | 4% | 1% | -69%[inhibitor] | -1 | 3%
Cc1cc(C)c(C)c(SCC(=O)Nc2oc(C)c3c(C)n[nH]c(=O)c23)c1C
→ 2% | 0.0% | -26% | -1% | -4% | . | 0% | 16% | -2 | 3%
CS(=O)(=O)c1ccc(-c2nn[nH]n2)cc1
→ 2% | -0.1% | -5% | 13% | 0% | 2% | 0% | 29% | 1 | 6%
CC(C)N(CCNS(=O)(=O)c1ccc(Cl)cc1)C(C)C
→ 1% | 0.0% | 8%[1.84 µM] | 4% | -5% | -2% | 5% | 2% | -3 | 0%
O=C(CCCC1=NS(=O)(=O)c2ccccc2N1)NCCc1ccc(Cl)cc1
→ 11% | 0.1% | 12% | -4% | -1% | 1% | 0% | 2% | 3 | -1%
Cc1cc(C)nc(NC(=O)C(C)N2C(=O)c3ccccc3C2=O)n1 (stereo not given)
→ 2% | 0.5% | -9% | 17% | -5% | 2% | -5% | -4% | 1 | .

Five neighbouring records out of the list so far:
Sequence of screens – p53 reactivator | B2AR arrestin | BRCA1 expr up | ELG1 DNA repair | PTAP TSG101 blk | CXXC DNA block | A-T KAP1 phos | Integrin act MD | TRPV1 agonist | TCR act
CCCCn1nnnc1NCc1cccs1
→ -1% | 3.1% | 3% | 19% | -1% | 1% | 3% | 19% | ? | 4%
CSc1cccc(NC(=O)COC(=O)c2ccccn2)c1
→ -7% | -0.3% | -16% | 19% | 0% | . | -2% | 23% | -2 | 3%
O=C(Nc1ccc(Cl)cc1)N(Cc1nnc2n1CCCCC2)c1ccccc1
→ -10% | 0.1% | 0% | -1% | -4% | -5% | -19% | 23% | 3 | 2%
Cn1c(C(=O)NCCCN2CCc3ccccc3C2)cc2c(=O)n(C)c3ccccc3c21
→ 4% | 0.1% | -8% | 13% | ? | -1% | 2% | 7% | -3 | -4%
CCC(C)NC(=O)c1ccc(N2CC3CC(C2)c2cccc(=O)n2C3)c(NC(=O)c2ccc(Br)o2)c1 (stereo not given)
→ 10% | 0.2% | 2% | -5% | -8% | 8% | 9% | 13% | 1 | 3%

(further entries)
Sequence of screens – p53 reactivator | B2AR arrestin | BRCA1 expr up | ELG1 DNA repair | PTAP TSG101 blk | CXXC DNA block | A-T KAP1 phos | Integrin act MD | TRPV1 agonist | TCR act
CC(=O)OCCNC(=O)c1cc2ccccc2oc1=O
→ 4% | 0.1% | -2% | 17% | -2% | 3% | -2% | 11% | 0 | 1%
COc1ccc2c(c1)C(=O)N(c1ccc(C)cc1C)C(=O)C2
→ -4% | 4.1% | -15% | -10% | -3% | 5% | 2% | -20% | -1 | 0%[46.1 µM]
COc1cc2c(cc1OC)CN(C(=O)Cc1c(F)cccc1Cl)CC2
→ -8% | 0.5% | 0% | 2% | -4% | 3% | 12% | -6% | 1 | 8%
O=C(Nc1ccccc1)N1CCNCC1
→ -4% | -0.9% | 4% | 8% | -6% | -1% | 2% | -9% | -1 | -1%
COc1ccc(Cl)cc1NC(=O)c1noc(C)c1[N+](=O)[O-]
→ -1% | 1.1% | -2% | 19% | -2% | 3% | 7% | -21% | 0 | 7%
O=C(Nc1ccc(N2CCN(C(=O)c3cccs3)CC2)cc1)c1ccc(F)cc1
→ -3% | -0.1% | -22% | 18µM* | -3% | 1% | 3% | 16% | 7 | 1%
O=[N+]([O-])c1cc(Cl)ccc1NCCc1ccccn1
→ 18% | 0.2% | ? | ? | -4% | 6% | -6% | ? | 4 | -7%
Cc1ccc(-n2ncc3c2CC(C)(C)CC3NC(=O)c2cc[n+]([O-])cc2)cc1 (stereo not given)
→ -8% | 0.5% | 7% | ? | -7% | -11% | 3% | ? | ? | 9%
CSc1nsc(SCC(=O)Nc2cccc(C(=O)O)c2)n1
→ 7% | 7.3% | 24% | 23% | 0% | 24% | -3% | 40% | -2 | 1%
CCNC(=S)N(CCN(CC)CC)Cc1cc2cc3c(cc2[nH]c1=O)OCCO3
→ -8% | 0.3% | -35% | 0% | 1% | 2% | 0% | 19% | -3 | -3%
O=C(CSc1nnnn1C1CCCC1)N1CCCCC1
→ ? | -0.4% | 87% | ? | -8% | 1% | -2% | 15% | 12 | -8%
COc1ccc(C(=O)O)cc1S(=O)(=O)N(CCc1ccccc1)Cc1ccccc1
→ -3% | -0.2% | 21% | ? | -9% | 2% | 9% | ? | 2 | -3%
O=C(NCc1ccco1)c1ccc(N2CCCC2=O)cc1
→ 30% | -0.1% | 48% | ? | -3% | -15% | 0% | 1% | -5 | -10%
O=c1c2ccccc2nc(-c2cccs2)n1-c1cccc2ccccc12
→ -8% | -0.1% | -58% | -8% | -1% | 8% | 8% | -4% | 2 | 2%
O=C(COC(=O)c1ccco1)NCc1ccc(F)cc1
→ 1% | -1.4% | -2% | -6% | 0% | 9% | 4% | 41% | 3 | 3%
S=c1[nH]nc(-c2ccc(Cl)cc2)n1-c1ccc2c(c1)OCCO2
→ 5% | 0.0% | 8% | 1% | 0% | -1% | -1% | 25% | 3 | -10%[46.1 µM]
